M. tuberculosis GlmU = inhibition of mycobacterial GlmU enzyme – biochemical, glucosamine-1-phosphate acetyltransferase (AID 1376). M. tuberculosis GlmU acetyltransferase enzyme assay; higher % means a stronger effect. one-dose inhibition, %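 (tested at 30 µM in the primary screen)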; IC50 in µM for titrated hits. 220,000 compounds, 0.25% hits; in the data active = inhibition above about 13%; inconclusive = no clear call, values can overlap the other calls;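 also: 0% = complete reaction with vehicle and 100% = reaction without substrate; strong numbers were not always called active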
RmlCD inh 1536 = M. tuberculosis RmlC/RmlD coupled enzyme inhibitors, primary screen, biochemical, compound mixtures, 384-well, from 1536-well plates; RmlC+RmlD coupled enzyme assay, percent inhibition; primary screen in compound mixtures; inhibition, % at 3.6 µM; 160,000 compounds, 0.03% hits; AID 1533, 2009; in the data active = inhibition mostly above about 34%, no sharp cut-off; inconclusive = no clear call, values can overlap the other calls; inactive = mostly below about 22%; also: some results filed as inactive read as strong as hits
Target sequence (P9WH09 whole entry, looked up): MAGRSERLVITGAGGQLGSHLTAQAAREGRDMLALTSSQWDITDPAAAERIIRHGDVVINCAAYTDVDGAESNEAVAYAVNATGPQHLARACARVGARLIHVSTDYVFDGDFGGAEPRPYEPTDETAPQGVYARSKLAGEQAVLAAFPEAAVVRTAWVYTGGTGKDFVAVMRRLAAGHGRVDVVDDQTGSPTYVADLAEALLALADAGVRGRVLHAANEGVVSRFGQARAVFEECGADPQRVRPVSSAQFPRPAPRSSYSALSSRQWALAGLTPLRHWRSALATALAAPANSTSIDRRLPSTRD
Target sequence (P9WH11 whole entry, looked up): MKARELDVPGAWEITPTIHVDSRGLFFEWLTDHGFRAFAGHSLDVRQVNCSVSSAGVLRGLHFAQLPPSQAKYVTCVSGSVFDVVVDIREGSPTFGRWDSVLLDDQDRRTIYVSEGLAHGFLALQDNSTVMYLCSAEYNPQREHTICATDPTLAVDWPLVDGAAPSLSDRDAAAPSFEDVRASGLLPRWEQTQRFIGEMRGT
Active calls of the source: *; ? = inconclusive; / = not tested or not shown.

SMILES	M. tuberculosis GlmU	RmlCD inh 1536
COc1cccc(-c2cc(C(=O)N3CCc4ccccc4C3)no2)c1	-0.7%	6
CC(=O)Nc1sc(C)c(C)c1C(=O)OCC(=O)N(CC(C)C)C1CCS(=O)(=O)C1 (stereo not given)	6.6%	/
COc1ccc(-c2ccc(=O)n(CC(=O)Nc3ccc4c(c3)OCCO4)n2)cc1	4.6%	-7
CC(C)(C)NC(=O)/C(=C/c1ccccc1F)NC(=O)c1ccc([N+](=O)[O-])cc1	-0.4%	-15
Cc1[nH][nH]c(=O)c1N=Nc1ccccc1Cl	-2.6%	-3
CC(=O)/C=C(\C)N=Nc1c(O)[nH]c2ccccc12	2.5%	-8
COc1ccc(C(=O)Nc2cc(Cl)ccc2Cl)c(OC)n1	2.1%	-10
Cc1c(CNC(=O)c2c([N+](=O)[O-])cnn2C)cnn1C	-1.3%	/
CC(=O)N1N=C(c2c(-c3ccccc3)c3cc(Br)ccc3[nH]c2=O)CC1c1ccco1 (stereo not given)	-0.7%	8
COc1ccc(CCNC(=O)Cc2ccc([N+](=O)[O-])cc2)cc1OC	2.5%	-5
CN1CC[n+]2cnc3ccccc3c21	6.1%	/
O=C1NCC(O)=C1C=NCCO	0.9%	-8
COC(=O)Cn1c(CN2CCOCC2)nc2c1c(=O)[nH]c(=O)n2C	-2.4%	-7
COc1ccc(S(=O)(=O)N2CCN(c3cc(-c4ccccc4)nc4ncnn34)CC2)cc1	1.9%	/
COC(=O)c1ccccc1NC(=O)c1cc([N+](=O)[O-])nn1Cc1ccccc1	3.5%	-8
Cc1cccc(C)c1NC(=S)N(CCCN1CCCCC1)Cc1ccco1	0.2%	7
COc1cc(/C=C(\C#N)c2ccccn2)ccc1OCC(=O)Nc1ccc(Br)cc1	2.4%	3
COC(=O)C(C)Sc1ccc2nnc(-c3ccccc3)n2n1 (stereo not given)	4.7%	5
COc1ccc(C(=O)NNC(=O)c2ccc(S(=O)(=O)N3CC(C)OC(C)C3)cc2)cc1 (stereo not given)	-1.8%	-6
O=C(NC1CCCCC1)C(c1ccccc1)N1CCc2ccccc21 (stereo not given)	-1.0%	-10
CN(CC(O)COc1ccc(OCC(O)CN(C)C2CCCCC2)cc1)C1CCCCC1 (stereo not given)	1.4%	6
O=S(=O)(Nc1nc2ccccc2s1)c1cnc(Cl)c(Br)c1	5.0%	-6
CN(C)CCCn1c(N)c(S(=O)(=O)c2ccccc2)c2nc3ccccc3nc21	-5.6%	13
O=C(Nc1ccccc1)Nc1ccc2snnc2c1	-2.0%	/
CCc1c(C)sc(NC(=O)c2cccs2)c1C(N)=O	6.8%	/
c1ccc(CN2CCN(Cc3nnc(-c4ccccc4)o3)CC2)cc1	-1.6%	/
COc1ccc(NC(=O)Nc2ccccc2C(N)=O)cc1	0.9%	-4
O=C1Nc2ccccc2N(O)N1c1cc(-c2cccc(Cl)c2)no1	0.7%	-8
Cc1cccc(NC(=O)c2cc([N+](=O)[O-])ccc2Cl)c1O	1.8%	-13
Nc1nnc(-c2ccncc2)s1	-1.9%	/
O=C(CCN1C(=O)COc2ccccc21)NCCN1CCN(c2ccccc2F)CC1	2.3%	/
Cc1ccc(C(=O)NC2CC(C)(C)NC(C)(C)C2)cc1C	0.9%	/
CCOC(=O)N1CCN(C(=O)CSc2nnc(-c3ccc(Cl)s3)o2)CC1	1.8%	/
CCC(C)NC(=O)C(=O)NCC1CCCN1CC (stereo not given)	/	-2
CCN(CC)S(=O)(=O)c1ccc(Cl)c(NC(=O)COC(=O)c2ccc(O)cc2)c1	-2.2%	-11
CCOC(=O)C(=CNc1cccc(N)n1)C(=O)OCC	1.9%	15
Cc1ccccc1-n1c(SCC(=O)N(C)C2CCS(=O)(=O)C2)nnc1-c1ccncc1 (stereo not given)	7.6%	-8
CCN=C1SC(C(=O)Nc2cccc(Br)c2)CC(=O)N1CC (stereo not given)	-5.9%	10
Cc1ccc(/C=C(\C#N)C(=O)NCC2CCCO2)o1 (stereo not given)	0.6%	-8
CC(C)c1ccc(NC(=O)COc2ccc(C3SCCS3)cc2)cc1	-3.7%	2
CCOC(=O)c1cc(-c2ccc(C)c([N+](=O)[O-])c2)nc2c1c(=O)n(C)c(=O)n2C	2.3%	-4
COc1cccc(C(=O)Nc2cc3c(cc2C(C)=O)OCCO3)c1	-6.0%	9
CCC(=O)Nc1nc(CC(=O)Nc2ccccc2OC)cs1	0.6%	/
CCCCc1ccc(/C=C2/C(=O)ON=C2c2ccccc2)s1	1.5%	/
COc1ccnc(NCc2cccnc2)c1C#N	-6.8%	/
O=C(O)COCC(=O)N1CCN(C2c3ccccc3-c3ccccc32)CC1	1.2%	-5
C=CCn1cc(C(=O)c2cc(Br)ccc2O)cc(C#N)c1=O	3.0%	/
COc1ccc(C2(O)CCN(C(=O)c3c(F)cccc3F)CC2)cc1	1.0%	/
Cc1ccc(/C=C(\CCC(=O)O)c2nc3ccccc3s2)cc1[N+](=O)[O-]	2.7%	1
COc1ccc(NC(=O)Nc2cccs2)cc1Cl	0.0%	-4
Cc1cc(N2C(=O)CC(Cc3ccc(Cl)cc3)C2=O)no1 (stereo not given)	0.7%	30
COc1cc(C(=O)NCC(=O)N/N=C/c2c(C)[nH]c3ccccc23)cc(OC)c1OC	-5.6%	18
Cc1ccc([N+](=O)[O-])cc1S(=O)(=O)N1CCCC1	3.1%	4
CCOC(=O)C1=C(CC)Nc2ccccc2N=C1NC(=O)CCN1C(=O)C2CCCCC2C1=O (stereo not given)	2.3%	19
CCOC(=O)N1N=C(C)CC1(O)c1ccccc1 (stereo not given)	3.3%	49
CCOC(=O)N1CCN(CCC(=O)Nc2ccc(OC)cc2)CC1	-4.4%	14
CC(CNC(=O)c1ccc2c(c1)OCO2)c1ccc([N+](=O)[O-])cc1 (stereo not given)	-0.4%	8
COc1cc(NC(=O)c2cccc(F)c2)cc(OC)c1OC	2.7%	-6
O=C(COc1nnnc2ccccc12)N1CCCc2ccccc21	2.0%	14
COC(=O)c1ccccc1NC(=O)CSc1nccc(C)n1	-2.2%	?

Part of the list above, as labelled records.
> Cc1cc(N2C(=O)CC(Cc3ccc(Cl)cc3)C2=O)no1 (stereo not given)
  M. tuberculosis GlmU: 0.7%
  RmlCD inh 1536: 30
> Cc1ccc(/C=C(\CCC(=O)O)c2nc3ccccc3s2)cc1[N+](=O)[O-]
  M. tuberculosis GlmU: 2.7%
  RmlCD inh 1536: 1

(list continues)
SMILES	M. tuberculosis GlmU	RmlCD inh 1536
Cc1cc(-c2nnc(CCC(=O)N3CCN(Cc4cccc(F)c4)CC3)o2)c(C)o1	6.7%	/
COc1ccc(CCNCC(O)COc2cccc(Br)c2)cc1OC (stereo not given)	-4.5%	/
C/C(N)=C(/C#N)C(=O)COC(=O)CCSc1ccccc1Cl	-1.0%	/
CC(NC(=O)c1ccc(OC2CCN(Cc3ccccn3)CC2)cc1)c1ccccc1 (stereo not given)	0.2%	-9
NNC(=O)c1cccc(S(=O)(=O)Nc2cc(Cl)ccc2Cl)c1	-2.7%	2
Cc1cc2nc(/C(C#N)=C/c3ccncc3)[nH]c2cc1C	0.0%	/
S=C1NCCNC(=S)NCCOCCN1	-1.6%	-7
CC(=O)Oc1ccc(C(=O)Cc2ccc3ccccc3n2)c(O)c1C	-6.7%	14
CN1CCN(S(=O)(=O)c2ccc(NC(=S)NC(=O)C3CCC3)cc2)CC1	3.1%	1
COc1ccccc1OCCC(=O)OCC(=O)Nc1ccc(S(=O)(=O)N2CCOCC2)cc1	-2.7%	-15
CC(=O)c1cn(Cc2ccccc2)c(=O)n(Cc2ccc(F)cc2)c1=O	-3.9%	-3
Cn1c(=O)[nH]c(=O)c2c1nc(N/N=C/c1cccnc1)n2Cc1ccc(Cl)cc1	-1.1%	-20
O=C(N/N=C/c1ccco1)c1cc(-c2ccc3ccccc3c2)n[nH]1	/	11
O=C(Nc1nc(-c2ccccc2Cl)cs1)c1cccnc1	-3.2%	/
O=C1NCCCC1C(=O)Nc1cccc(C(F)(F)F)c1 (stereo not given)	0.1%	10
CC(C(=O)N1CCOCC1)N1C(=O)C2C3C=CC(C4CC34)C2C1=O (stereo not given)	1.8%	10
CCN(CC)S(=O)(=O)c1cc(C(=O)Nc2nncs2)c(Cl)cc1Cl	-1.1%	/
O=C(CNS(=O)(=O)c1c(Cl)cccc1Cl)OCc1csc(-c2ccccc2)n1	5.5%	1
Cn1cc(S(=O)(=O)N2CCc3ccccc3C2)c(=O)n(C)c1=O	0.7%	3
C/C(=N\Nc1ccccn1)c1ccc(N2CCOCC2)cc1	-0.6%	13
Nc1nc(Cl)nc(N(c2ccccc2)c2ccccc2)n1	9.9%	-14
COC(=O)C1=CN(C)C=C(C(=O)OC)C1c1ccc(O)c(OC)c1	1.9%	0
Cc1ccc(/C=N/NC(=O)Cc2cccn2C)s1	2.1%	/
C/C(=N\NC(=O)c1ccc(Cn2cc(Br)cn2)o1)c1cccc(NC(=O)C(C)C)c1	2.5%	-1
O=C(Nc1ccc(Cl)cc1Cl)C1=Cc2ccccc2OC1	3.0%	6
COc1ccc(Cc2nnc(N/N=C/c3ccccc3O)[nH]c2=O)cc1OC	0.8%	0
CC(NC(=O)OC(C)(C)C)C(=O)N1CCCC1C(=O)NC(Cc1ccccc1)C(N)=O (stereo not given)	2.3%	9
COc1ccc(S(=O)(=O)NCC2CCCN(CC(C)(C)C)C2)cc1 (stereo not given)	-2.0%	-10
CCOC(=O)C(C(=O)OCC)C(CC(=O)C1CC1)c1ccccc1 (stereo not given)	2.5%	/
Cc1cccc(OCCNC(=O)c2ccc(Oc3ccc(C(F)(F)F)cc3[N+](=O)[O-])cc2)c1	5.2%	-9

In another format: entries from further up
C/C(=N\Nc1ccccn1)c1ccc(N2CCOCC2)cc1
- M. tuberculosis GlmU: -0.6%
- RmlCD inh 1536: 13
Nc1nc(Cl)nc(N(c2ccccc2)c2ccccc2)n1
- M. tuberculosis GlmU: 9.9%
- RmlCD inh 1536: -14

Other compounds follow:
Values run as follows: M. tuberculosis GlmU, RmlCD inh 1536
CCOc1cc(NC(=O)c2ccco2)c(OCC)cc1NC(=O)CCC(=O)NCc1cccnc1
    -0.3%, -4
COC(=O)Nc1ccc2c(c1)ncn2C1CCCCC1
    3.2%, /
CC(C)(C)C1CCC2(CC1)NC(=S)N(c1ccccc1)N2 (stereo not given)
    1.8%, /
O=C(CCCC(=O)N(CC(=O)NC1CCCC1)Cc1ccc(F)cc1)Nc1ccccn1
    1.0%, /
N#C/C(=C/c1ccc(N2CCOCC2)c([N+](=O)[O-])c1)C(N)=O
    2.6%, /
Cc1cc(C)cc(OCC(=O)OC/C(O)=C(\C#N)c2nc3ccccc3[nH]2)c1
    3.1%, /
CC(=O)c1c(N2CCN(c3ccccc3)CC2)nc(=S)n(-c2ccccc2)c1C
    -5.0%, /
O=C(NCc1ccco1)C(=O)c1cn(CC(=O)N2CCCC2)c2ccccc12
    /, -5
Cc1cc(=O)n(-c2ccccc2Cl)[nH]1
    -4.2%, -8
Cc1ccc(C(CC(=O)c2ccc(Cl)cc2)C(=O)O)cc1 (stereo not given)
    /, -11
Cc1ccc2nc(-c3ccc(NS(=O)(=O)c4ccccc4)cc3)sc2c1
    -2.6%, /
O=C(Cn1c(-c2ccccc2)noc1=O)N1CCC(Cc2ccccc2)CC1
    -0.8%, 7
CC1CC(C)CN(C(=O)C(Cc2ccccc2)n2cccc2)C1 (stereo not given)
    -3.1%, 9
O=S(=O)(c1cccs1)N1CCN(c2ccnc3cc(Cl)ccc23)CC1
    4.3%, -7
COn1c(=O)c(=O)n(OC)c2ccccc21
    -2.6%, /
CCOc1ccc2nc(NS(C)(=O)=O)sc2c1
    7.2%, -5
CCCCN(C(=S)Nc1ccccc1)C1CCS(=O)(=O)C1 (stereo not given)
    -2.5%, -5
CCc1ccc(CNC(=O)CCc2nnc(CCc3ccc(OC)cc3)o2)nc1
    4.7%, -5
O=C(CN1CCCCC1CO)c1ccc(OC(F)F)cc1 (stereo not given)
    -1.6%, 1
O=C(CCc1ccc(S(=O)(=O)N2CCOCC2)cc1)Nc1ccc(N2CCOCC2)cc1
    -4.6%, 4
O=c1c2ccccc2n(Cc2cccc(F)c2)c(=O)n1C1CCCC1
    -3.5%, 14
COc1cc(OC)c(-c2nnc3n(CCc4ccccc4)c(=O)c4ccccc4n23)cc1OC
    -6.8%, 0
CCC(C(=O)N1CCc2cc(OC)c(OC)cc2C1)c1ccccc1 (stereo not given)
    0.2%, /
O=C(CCCN1C(=O)/C(=C/c2ccccc2Cl)SC1=S)NNC(=O)c1ccccc1Cl
    7.7%, /

Entries of single compounds from above. Values in the order: M. tuberculosis GlmU	RmlCD inh 1536
Cc1cc(=O)n(-c2ccccc2Cl)[nH]1 is listed with -4.2%	-8
COC(=O)Nc1ccc2c(c1)ncn2C1CCCCC1 is listed with 3.2%	/
CCC(C(=O)N1CCc2cc(OC)c(OC)cc2C1)c1ccccc1 (stereo not given) is listed with 0.2%	/

Gathered by group: those above with a COOH group.
Values run as follows: M. tuberculosis GlmU, RmlCD inh 1536
O=C(O)COCC(=O)N1CCN(C2c3ccccc3-c3ccccc32)CC1
    1.2%, -5
Cc1ccc(/C=C(\CCC(=O)O)c2nc3ccccc3s2)cc1[N+](=O)[O-]
    2.7%, 1
Cc1ccc(C(CC(=O)c2ccc(Cl)cc2)C(=O)O)cc1 (stereo not given)
    /, -11

Source: PubChem BioAssay (several laboratories)

A portion of the library, so the mix of outcomes need not match the whole.
